C-LANA FP – inhibitors of KSHV C-LANA binding to DNA, primary screen, biochemical, fluorescence polarization, FAM-LBS DNA, MBP-C-LANA, single point. Kaposi's sarcoma herpesvirus LANA C-terminal domain (residues 932-1162) DNA binding. inhibition, % at 9 µM. 0.078% of 340,000 active. AID 504423, 2011;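 active = highest replicate inhibition at or above 60% at 9 µM, even if other replicates fall short; inactive = all replicates below 60% inhibition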;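 note: 0% = neutral control wells and 100% = 4 µM acridine orange control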
Cardiac RTF inh – cardiac RTF calcium sensitivity inhibitors, primary screen, biochemical, IANBD-TnC fluorescence, EC70 calcium; IANBD-labeled cardiac RTF, Ca2+ fluorescence; inhibition, % at 7.15 µM; 0.12% of 340,000 active;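 active = inhibition above the mean inhibition of all tested compounds plus 3 SD, cut at about 17% in these data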;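 note: assay run at fixed EC70 calcium of 1.6 mM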
CAL PDZ FP – untagged CAL PDZ binding inhibitors, primary screen, biochemical, fluorescence polarization, HTS | AID 602252, 2012 | Golgi-associated PDZ and coiled-coil motif-containing protein (Homo sapiens), Q9HD26 | 0.92% of 300,000 active | inhibition, % at 24.9 µM | purified CAL PDZ, TMR-peptide fluorescence polarization, 1 h;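 active = mean inhibition of at least 30% with at least half of replicates also reaching 30%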;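 note: 0% = DMSO neutral control and 100% = excess unlabeled competitor peptide PRC23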
MOR-DOR ag – agonists of OPRM1-OPRD1 heterodimerization, primary screen, cell-based, luminescence | Mu-type opioid receptor (Homo sapiens) + Delta-type opioid receptor (Homo sapiens), … | cells | activation, % at 9.3 µM | 0.3% of 340,000 active | AID 504326, 2011; in the data active = activation above about 18%;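 note: 0% = vehicle-treated cells and 100% = reference agonist; values of inactives mirror those of a sister screen read the other way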
OPRM1-OPRD1 inv – inverse agonists of MOR-DOR heterodimerization, primary screen, cell-based, luminescence | 0.21% of 340,000 active | cell-based MOR-DOR heterodimer luminescence, inverse agonism | inhibition, % at 9.3 µM; in the data active = inhibition above about 22%, passing the limit was not always enough;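 note: 0% = cells with DMSO and 100% = wells without cells with DMSO; values of inactives mirror those of a sister screen read the other way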
RTF Ca sens act – cardiac RTF calcium sensitivity activators, primary screen, biochemical, IANBD-TnC fluorescence, EC20 calcium; Troponin I, cardiac muscle (Homo sapiens) + Troponin T, cardiac muscle (Homo sapiens) + …; IANBD-labeled TnC RTF fluorescence at EC20 calcium; 0% EC20 calcium, 100% full calcium; activation, % at 7.2 µM; 0.24% of 340,000 active;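 active = activation above the mean over all tested compounds plus 3 SD, cut at about 30% in these data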;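 note: rise in fluorescence read as greater calcium sensitivity of cardiac thin filaments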
HTR5A ag – HTR5A agonists in luminescence cell assay, primary screen, counter-screen for OPRM1-OPRD1 heterodimer agonist project, full-deck HTS; 0.61% of 340,000 active; activation, % at 9.3 µM; cell-based; 5-hydroxytryptamine receptor 5A (Homo sapiens), P47898; in the data active = activation mostly above about 9.5%, no sharp cut-off; inactive = mostly below about 7.6%;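 note: 0% = cells with vehicle only and 100% = reference agonist; strong numbers were not always called active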
Target sequence (P47898 whole entry, looked up): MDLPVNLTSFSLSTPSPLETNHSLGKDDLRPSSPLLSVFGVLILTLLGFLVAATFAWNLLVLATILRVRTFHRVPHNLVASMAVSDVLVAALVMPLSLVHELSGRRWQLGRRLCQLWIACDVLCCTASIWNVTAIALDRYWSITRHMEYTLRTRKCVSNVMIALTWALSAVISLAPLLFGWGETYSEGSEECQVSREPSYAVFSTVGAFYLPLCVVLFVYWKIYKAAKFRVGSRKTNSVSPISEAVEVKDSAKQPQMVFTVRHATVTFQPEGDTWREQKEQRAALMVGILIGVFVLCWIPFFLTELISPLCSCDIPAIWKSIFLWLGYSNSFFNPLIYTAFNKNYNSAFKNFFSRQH
HTR5A inv ag – HTR5A inverse agonists in luminescence cell assay, primary screen, counter-screen for OPRM1-OPRD1 heterodimer inverse agonist project, full-deck HTS. HTR5A cell line, inverse agonism. inhibition, % at 9.3 µM. 0.083% of 340,000 active. 5-hydroxytryptamine receptor 5A (Homo sapiens), P47898. AID 504634, 2011; in the data active = inhibition mostly above about 23%, no sharp cut-off; inactive = mostly below about 18%;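 note: 0% = cells with DMSO and 100% = no-cell wells with DMSO; some compounds called inactive have numbers as strong as hits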
V-ATPase pH – regulators of yeast V-ATPase proton pumping, primary screen, pHLuorin cytosolic pH fluorescence; AID 504577, 2011; response, % at 10 µM; 0.37% of 350,000 active; S. cerevisiae; in the data active = response mostly above about 7.3%, no sharp cut-off; inactive = mostly below about 5.4%; note: actives read high; inactives centre near 0; some compounds called inactive have numbers as strong as hits; reference of the scale not given here
Keap1-Nrf2 PPI – Keap1-Nrf2 protein-protein interaction inhibitors, primary screen, biochemical, fluorescence polarization, single point; Kelch-like ECH-associated protein 1 (Homo sapiens), Q14145; Keap1 Kelch-Nrf2 peptide fluorescence polarization, 1536-well; inhibition, % at 9.4 µM; 0.15% of 340,000 active; in the data active = inhibition above about 12%;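 note: human Keap1 Kelch domain with fluorescein labeled Nrf2 9mer peptide probe; 0% = neutral control wells and 100% = peptide positive control; higher means more block of Keap1 binding to Nrf2 peptide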
Target sequence (Q14145 whole entry, looked up, the tested form may be a part): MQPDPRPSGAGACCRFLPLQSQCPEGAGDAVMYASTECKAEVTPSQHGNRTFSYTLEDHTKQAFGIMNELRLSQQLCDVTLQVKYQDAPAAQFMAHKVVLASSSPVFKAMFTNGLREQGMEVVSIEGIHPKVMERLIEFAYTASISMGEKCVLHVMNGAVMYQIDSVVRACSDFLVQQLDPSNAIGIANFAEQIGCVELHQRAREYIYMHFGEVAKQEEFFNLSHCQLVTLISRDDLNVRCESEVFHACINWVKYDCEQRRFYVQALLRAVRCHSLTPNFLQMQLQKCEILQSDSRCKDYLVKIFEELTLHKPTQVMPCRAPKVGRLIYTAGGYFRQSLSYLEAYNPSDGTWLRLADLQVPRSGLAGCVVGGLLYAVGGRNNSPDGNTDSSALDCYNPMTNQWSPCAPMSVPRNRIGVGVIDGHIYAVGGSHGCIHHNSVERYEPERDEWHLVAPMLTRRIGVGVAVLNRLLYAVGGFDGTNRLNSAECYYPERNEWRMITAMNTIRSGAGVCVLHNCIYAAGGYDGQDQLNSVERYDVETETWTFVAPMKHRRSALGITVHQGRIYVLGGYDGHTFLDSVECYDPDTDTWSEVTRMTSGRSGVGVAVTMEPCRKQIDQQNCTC
Active calls of the source: *; / = no result given.

SMILES | C-LANA FP | Cardiac RTF inh | CAL PDZ FP | MOR-DOR ag | OPRM1-OPRD1 inv | RTF Ca sens act | HTR5A ag | HTR5A inv ag | V-ATPase pH | Keap1-Nrf2 PPI
COc1cc(NC(=O)c2ccccc2)c(OC)cc1Cl | -0.9 | -13 | -3 | -1.7 | 9 | 1 | 2 | 6 | 0 | -3
Cc1cccc(COCC(Cc2ccccc2)N2CCN(C(=O)c3cc(Cl)cc(Cl)c3)CCC2=O)c1 (configuration not stated) | -0.6 | -1 | -4 | 4.8 | -27 | 3 | 8 | 9 | 0 | -3
Nc1c(C(=O)NCCc2ccccc2)nnn1Cc1ccc(Br)cc1F | -2.4 | -3 | -4 | -0.2 | 1 | 1 | 0 | -13 | 2 | -6
Cc1cc(C)nc(SCC(=O)Nc2cccc(S(=O)(=O)N(C)C)c2)n1 | -0.5 | 3 | -4 | 1.1 | -5 | 13 | 0 | 0 | -1 | -2
CCOc1cc(/C=N/NC(N)=O)cc(Br)c1OCC(=O)Nc1cccc2ccccc12 | -1.8 | 2 | 4 | -0.7 | 4 | 6 | 8 | -22 | -2 | -4
CC1=NN(/C(=N\c2nnc(C)s2)Nc2ccc(C)cc2)[C@H](c2ccc(C)cc2)S1 | -0.9 | -2 | 1 | -1.0 | 6 | -4 | 3 | -7 | 2 | 1
COc1ccc(CCNc2oc(COc3ccccc3F)nc2C#N)cc1OC | -1.0 | 1 | 0 | -0.5 | 3 | -7 | 2 | -20 | 2 | -2
C/C(=N\NC(=O)c1ccc(OC2OCCOC2Oc2ccc(C(=O)N/N=C(\C)c3ccncc3)cc2)cc1)c1ccncc1 (configuration not stated) | 0.6 | -6 | 7 | 1.0 | -5 | 4 | 0 | -7 | 2 | -6
COc1ccc(/C=N/N2CCOCC2)cc1COc1ccc(Cl)cc1 | 2.4 | 1 | -3 | 0.0 | 0 | -4 | -3 | 9 | -7 | 0
COc1cc(/C=C/C(=O)N2CCc3ccccc3C2)cc(OC)c1OC | 0.1 | -7 | -6 | -3.1 | 15 | -9 | -5 | 18 | 0 | 1
O=C(NCCS(=O)(=O)N1CCN(Cc2ccccc2)CC1)c1ccc(F)cc1 | 2.2 | -2 | 0 | -1.4 | 9 | -5 | 0 | -1 | 0 | -1
O=C(/C=C\Nc1cccc(F)c1)c1ccc2c(c1)OCO2 | 0.6 | -1 | 1 | 2.2 | -11 | -1 | 0 | 9 | -1 | 4
O=C(NCc1cccs1)c1csc2ccccc12 | -0.5 | -2 | -5 | -2.4 | 12 | -3 | -2 | -22 | 4 | 1
Nc1nc2ccccc2n1C(=O)c1ccco1 | -0.1 | -9 | 3 | -1.8 | 10 | -5 | 6 | -16 | -2 | -3
COc1cccc(CC(=O)N[C@@H](CCSC)c2nc3ccccc3[nH]2)c1 | 0.6 | 9 | -1 | -1.6 | 8 | -1 | 1 | -3 | -1 | 0
CCC(=O)c1ccc(OCC(=O)OCC(=O)Nc2cccc(S(=O)(=O)N3CCOCC3)c2)cc1 | 2.1 | 0 | -5 | -3.9 | 15 | -7 | 1 | 2 | 2 | -2
COc1ccc(NC2c3ccccc3C(=O)N2Cc2ccccc2Cl)cc1OC (configuration not stated) | -1.1 | -1 | 2 | -1.6 | 8 | 0 | -1 | 7 | -8 | 2
CCc1noc(C)c1C(=O)N(C)CC(=O)Nc1ccc(F)c(F)c1F | 0.1 | -9 | -2 | -1.1 | 7 | 1 | -3 | 12 | 4 | -2
Cc1ccc(C(=O)COC(=O)c2n[nH]c(=O)c3ccccc23)cc1 | -0.8 | -6 | -3 | -1.1 | 5 | 3 | 2 | 8 | 7 | 1
CC(C)c1nnc(SCc2ccc(CSc3nnc(C(C)C)n3N)cc2)n1N | 1.9 | -5 | 0 | -1.9 | 11 | 6 | -2 | 7 | -3 | 2
C[C@@H]1CN([C@@H](C)CO)C(=O)c2cc(N(C)C)ccc2O[C@@H]1CN(C)S(C)(=O)=O | 0.4 | -6 | 2 | -0.6 | 3 | 8 | 3 | -20 | -1 | 0
CN(C)CCN(C(=O)c1ccc(S(=O)(=O)N(C)C)cc1)c1nc2cc3c(cc2s1)OCCO3 | 1.5 | -7 | 0 | -1.2 | 8 | 6 | 4 | 1 | 0 | -4
Cc1c(NC(=O)C(CC(=O)O)NCc2ccco2)c(=O)n(-c2ccccc2)n1C (configuration not stated) | -0.7 | 4 | -2 | 0.8 | -5 | 3 | 0 | 11 | -5 | -3
CC(C)C[C@H](N)c1nnc(SCC(=O)Nc2ccc(Br)cc2)o1 | -0.9 | 1 | 0 | 0.8 | -4 | -6 | 0 | 3 | -1 | -4
COc1ccc(N2C(=O)CC(Sc3nc4ccccc4s3)C2=O)cc1OC (configuration not stated) | -0.8 | -2 | -2 | 2.3 | -16 | 2 | 4 | 12 | 0 | -7
COc1cc(CNc2ccccc2SC)cc(OC)c1OC | -1.7 | 1 | -2 | 4.5 | -27 | 2 | 5 | -11 | -4 | -2
CC(=O)N(Cc1ccccc1)C(CC(=O)NCc1ccccc1)C(=O)O (configuration not stated) | 1.4 | 3 | 2 | -1.5 | 8 | -4 | -2 | 7 | 4 | 4
N/C(=N\OC(=O)c1ccccc1Cl)c1ccc(Cl)cc1 | -1.2 | -8 | 0 | 3.7 | -18 | 2 | -7 | 15 | 1 | -6
COc1ccccc1/C=C(/C#N)C(=O)O | -0.5 | -3 | -1 | -3.2 | 14 | -5 | 1 | -3 | -2 | 1
O=S(=O)(c1ccc(Cl)c2ccccc12)N1CCCC1 | 0.8 | -3 | -2 | 3.3 | -17 | 11 | 2 | -7 | 2 | -3
CCC(=O)N1CCN(c2ccc(NC(=O)COc3cccc(C)c3C)cc2)CC1 | 0.4 | 2 | 0 | -1.6 | 9 | -2 | -1 | 4 | -2 | -4
COc1ccc(CCNc2oc(-c3ccccc3OC)nc2C#N)cc1OC | -3.3 | -7 | -3 | -2.8 | 15 | 11 | 3 | -9 | 1 | -6
CCOC(=O)C1C(=O)NC(N2CCCCC2)=NC1c1ccccc1 (configuration not stated) | -0.2 | -5 | 1 | -0.9 | 4 | 1 | 3 | 11 | 1 | 3
O=C(Nc1cc(S(=O)(=O)N2CCCCC2)ccc1N1CCOCC1)c1cc(=O)[nH]c2ccccc12 | 0.1 | -17 | 7 | -2.5 | 13 | -3 | -3 | 21 | 4 | -4
O=C(/C=C\Nc1ccccc1Br)c1ccc2c(c1)OCO2 | -0.1 | -8 | -3 | -2.9 | 15 | -4 | -3 | 7 | -1 | 2
C/C(=N\NC(=O)c1cc(C)nc2ccc(C)cc12)c1ccncc1 | -1.5 | -9 | -2 | -1.8 | 6 | 0 | 3 | 3 | 5 | -3
COCCn1c(N)c(N(Cc2ccccc2)C(=O)CSCC(=O)Nc2ccc(OC)cc2)c(=O)[nH]c1=O | 0.0 | -8 | -1 | -3.9 | 21 | -3 | -1 | 6 | -5 | 0
CC(OC(=O)C1=COCCO1)C(=O)c1ccc(Br)cc1 (configuration not stated) | -1.6 | 2 | 1 | -1.0 | 5 | -7 | -3 | 12 | -1 | -3
Cc1ccc(-c2c(C(=O)N/N=C/c3ccco3)nnn2-c2nonc2N)cc1 | 1.2 | 6 | 0 | -2.7 | 14 | 4 | -4 | 17 | 0 | 6
CCOC(=O)[C@@H]1[C@H]2COc3ccc(Br)cc3[C@@H]2N2C(=O)N(c3ccc(Cl)cc3)C(=O)[C@@]12C | 2.1 | 6 | -3 | -2.4 | 14 | -4 | -7 | 12 | 2 | -2
CCC(C)(C(=O)NC1CCCC1)N(C(=O)c1cnccn1)c1ccccc1 (configuration not stated) | -0.2 | -2 | / | -2.1 | 13 | 0 | -1 | 2 | 2 | -2
CCCCNC(=O)C1CCN(S(=O)(=O)N2CCOCC2)CC1 | -1.2 | 6 | / | -0.1 | 0 | 0 | 9 | 24 | -2 | 1
CCOC(=O)c1[nH]c2cc3c(cc2c1NC(=O)CN1CCCC1)OCO3 | -0.1 | 4 | -4 | -4.2 | 21 | -4 | 4 | -3 | 0 | 5
COc1ccc(CNC(=O)c2cc3cc(OC)ccc3oc2=O)cc1 | 0.7 | -12 | -2 | 0.3 | -2 | 1 | 1 | -4 | -3 | 4
O=C(C1CCCN(c2ncnc3c2nc2n3CCCCC2)C1)N1CCN(c2cccc(Cl)c2)CC1 (configuration not stated) | 1.2 | 2 | -5 | -1.9 | 10 | -4 | 0 | 1 | 0 | 1
O=C(N/N=C/C=C/c1ccccc1)C1CC1c1ccccc1 (configuration not stated) | 0.6 | -3 | -3 | 5.7 | -30 | -1 | 1 | 4 | 5 | -8
CC(=O)c1cc(C#N)c(N2CCN(c3ccccc3)CC2)nc1C | -0.3 | -6 | -7 | 0.4 | -2 | -5 | 0 | -1 | -3 | 2
Cc1c(NS(=O)(=O)c2ccc(Cl)c(C(=O)OC(C)C(=O)N3CCOCC3)c2)c(=O)n(-c2ccccc2)n1C (configuration not stated) | 1.4 | -15 | 1 | 0.2 | -1 | 2 | 0 | -10 | 1 | -2
CN(Cc1ccon1)Cc1cn(C)nc1-c1cccc(Cl)c1 | -1.0 | -9 | -2 | -2.7 | 15 | 1 | -1 | 3 | 1 | -6
Cc1onc(C(=O)Nc2cccc(C(F)(F)F)c2)c1[N+](=O)[O-] | 0.1 | -2 | -3 | 1.9 | -10 | -2 | 5 | -22 | 0 | 3
Cc1ccsc1C(=O)OCc1csc(-c2ccccc2)n1 | 1.6 | -9 | -1 | 3.4 | -16 | -1 | 2 | 19 | -2 | 0
COc1ccc(NC(=S)N(CCCN2CCOCC2)C(C)c2cc3cccc(OC)c3o2)cc1 (configuration not stated) | -1.6 | -17 | -7 | -2.0 | 10 | 2 | 2 | -38 | -2 | 1
O=C1CC(c2ccc3ccccc3c2)NN1 (configuration not stated) | -1.4 | -8 | 0 | -2.5 | 14 | 2 | -2 | 1 | 5 | -4
